Assay outcomes as filed in PubChem.
IEC-6 tox – IEC-6 cytotoxicity, counter-screen for KLF5 inhibitors; luminescence viability; inhibition, % at 5 µM; actives 0.78% (n = 290,000); AID 1825; in the data active means inhibition above about 22%;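 further: 0% = plate median of test compound wells and 100% = cytotoxic reference compound wells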
HSF1 inhib – HSF1 inhibition | NIH3T3-HGL HSE-luciferase, MG132-induced, luminescence 8 h; hits give low values | activity change, negative = inhibition, % at 7.5 µM (by protocol) | actives 0.77% (n = 300,000);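 active means more than half of replicate wells show activity change below -50%, luminescence cut by over half; inconclusive means some wells, but at most half, below -50%; inactive means no replicate well below -50%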;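 further: luciferase reports HSF-1 transcriptional activity via heat shock element; 0% = median of DMSO wells and -100% = zero luminescence signal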
PolyA inhibitor – inhibitors of polyadenylation in S. cerevisiae | actives 0.02% (n = 300,000) | calls only at 12 µM | S. cerevisiae SKY197-pL101 polyadenylation reporter, beta-gal luminescence; efflux-impaired pdr1/pdr3 knockout yeast; score 100 = 6 SD above DMSO;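 active means lowest replicate activity score at least 50, where 100 means six control SD above control mean; inconclusive means lowest score under 50 but half or more replicates reach 50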;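 further: yeast exposed to compound for 9 h at 30 °C; higher score means more reporter readthrough which indicates perturbed polyadenylation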
GSK3 alpha inh – blocks human GSK-3 alpha kinase; P49840; ADP-Glo luminescence, 60 min; inhibition, % at 10 µM; actives 0.1% (n = 320,000); AID 2650;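 in the data active means inhibition above about 50%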;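 further: GST-tagged GSK-3 alpha with peptide substrate and 25 µM ATP; 0% = DMSO neutral wells and 100% = GW8510 positive control wells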
Target sequence (P49840 whole entry, looked up): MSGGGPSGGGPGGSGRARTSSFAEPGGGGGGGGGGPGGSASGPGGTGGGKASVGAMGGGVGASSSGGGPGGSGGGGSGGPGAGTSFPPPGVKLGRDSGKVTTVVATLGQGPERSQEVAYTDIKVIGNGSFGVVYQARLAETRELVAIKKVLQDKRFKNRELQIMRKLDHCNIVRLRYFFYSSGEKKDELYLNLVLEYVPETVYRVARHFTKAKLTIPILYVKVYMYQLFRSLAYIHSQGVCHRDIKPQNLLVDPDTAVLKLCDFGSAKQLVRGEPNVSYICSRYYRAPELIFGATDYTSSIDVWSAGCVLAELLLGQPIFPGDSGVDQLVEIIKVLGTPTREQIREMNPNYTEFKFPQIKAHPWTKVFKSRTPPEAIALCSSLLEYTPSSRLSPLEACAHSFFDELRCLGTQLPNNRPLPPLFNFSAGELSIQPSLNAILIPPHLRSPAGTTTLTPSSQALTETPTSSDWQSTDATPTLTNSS
HSP90 inh – HSP90 refolding inhibition in rabbit reticulocyte lysate; inhibition, % at 5.6 µM; actives 0.91% (n = 290,000); AID 1789; luciferase refolding luminescence, 3 h;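 active means inhibition above the screen-wide mean plus 3 SD, computed separately per campaign, cut at about 16% in these data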;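 further: 0% = DMSO wells and 100% = 60 µM geldanamycin wells; inhibitors lower the luminescence because luciferase stays unfolded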
AI-2 QS modul – Vibrio harveyi AI-2 quorum sensing modulation | Vibrio harveyi JMH597 AI-2 luminescence/OD600 ratio, 9 h; hits give low values; strain lacks LuxN and CqsS sensors; 0 = neutral-control median | activity change, % at 7.5 µM | actives 0.4% (n = 300,000); in the data active means activity change below about -75%, passing the limit was not always enough; inconclusive means no clear call, values can overlap the other calls;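 further: luminescence divided by OD600 gain over 9 h not by final OD600 alone; inactives centre near 13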
GSK3B inh – inhibitors of human GSK3beta kinase | GST-GSK3beta kinase, ADP-Glo luminescence, 60 min; hits give low values | activity score (negative = inhibition), % at 10 µM | actives 0.038% (n = 300,000) | AID 2097;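 active means more than half of replicate wells score below -50%, meaning over 50% inhibition versus plate controls; inconclusive means some replicates but at most half score below -50%; inactive means no replicate scores below -50%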;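 further: 0% = median DMSO wells and -100% = median GW8510 positive control wells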
Target sequence (P49841 whole entry, looked up): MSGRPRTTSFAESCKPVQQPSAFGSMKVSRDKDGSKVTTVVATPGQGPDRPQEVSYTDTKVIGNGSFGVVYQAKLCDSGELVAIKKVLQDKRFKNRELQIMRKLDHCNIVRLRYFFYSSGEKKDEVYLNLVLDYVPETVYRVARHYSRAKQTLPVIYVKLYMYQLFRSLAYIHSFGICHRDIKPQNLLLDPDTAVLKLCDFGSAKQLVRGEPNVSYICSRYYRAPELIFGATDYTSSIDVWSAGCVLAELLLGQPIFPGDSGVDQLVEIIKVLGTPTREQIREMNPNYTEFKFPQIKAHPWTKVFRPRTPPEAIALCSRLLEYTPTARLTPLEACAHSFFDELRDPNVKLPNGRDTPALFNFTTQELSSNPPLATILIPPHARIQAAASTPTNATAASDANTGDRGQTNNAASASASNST
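Test system: GST-tagged human GSK3beta kinase, cell-free; evaluation: activity score scaled between in-plate DMSO and GW8510 controls; measured by: ADP-Glo luminescence; incubation: 60 min reaction, RT; benchmarks: DMSO and 20 µM GW8510; reagent: peptide substrate plus 25 µM ATP (final); medium: Tris/MgCl2 kinase buffer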
HSF-1 act – increases HSF-1 driven luciferase reporter signal | NIH3T3-HGL HSF-1 luciferase reporter, MG132, 8 h; 100% = twice DMSO control signal | activation, % at 9 µM | actives 1.7% (n = 300,000) | AID 504408;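 active means mean replicate activation of at least 50% with a set share of replicates each reaching 50%; inconclusive means only one of those two conditions met; inactive means mean below 50% and too few replicates reaching it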;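 further: 0% = median of the neutral control wells and 100% = twice that signal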
KLF5 inh – suppresses KLF5 promoter-driven expression. DLD-1 KLF5 promoter-luciferase reporter, luminescence. inhibition, % at 5 µM. actives 0.23% (n = 290,000). AID 1700;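 active means inhibition above a per-plate limit of that plate's mean compound inhibition plus 3 SD, cut at about 60% in these data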;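 further: 0% = DMSO wells and 100% = LY294002 at 200 µM; higher means less KLF5 promoter-driven luciferase light; inactives centre near -14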
aSyn UTR inh – 5' untranslated region of α-synuclein, MLPCN primary screen. inhibition, % (tested at 7.5 µM). actives 0.82% (n = 300,000). alpha-synuclein 5'UTR reporter, inhibitor activity; in the data active means inhibition above about 60%; inconclusive means no clear call, values can overlap the other calls;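 further: H4 neuroglioblastoma cells stably carrying SNCA 5'UTR luciferase fusion; 0% = DMSO wells and 100% = positive control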
Numbers without * were called inactive; i = inactive; ? = inconclusive; / = no result given.

Compound | aSyn UTR inh | HSP90 inh | AI-2 QS modul | HSF-1 act | PolyA inhibitor | IEC-6 tox | GSK3 alpha inh | HSF1 inhib | GSK3B inh | KLF5 inh
CCO/N=C(/c1nonc1N)N1CCN(c2ccc([N+](=O)[O-])cc2)CC1 | 14 | -3 | 5 | 36 | i | 2 | 0 | 10 | 1 | -38
O=C(NCC(c1ccco1)N1CCc2ccccc2C1)c1cccc([N+](=O)[O-])c1 (stereo unspecified) | 5 | / | 9 | -2 | i | / | 0 | -3 | 6 | /
CC1=NNC(=O)C1CCC(=O)N/N=C\c1cccc(Cl)c1 (stereo unspecified) | -5 | -3 | 17 | 14 | i | -5 | 3 | 0 | -7 | -19
CC1Cc2ccccc2N1C(=O)c1cc2sccc2n1Cc1ccc(F)cc1 (stereo unspecified) | 27 | -1 | 14 | 9 | i | 6 | -2 | 9 | -3 | -2
COc1ccccc1N1CCN(C(=O)Cc2ccc(Cl)cc2)CC1 | -24 | 0 | 10 | 7 | i | 2 | -2 | 13 | 3 | -34
O=C(Nc1nnc(C23CC4CC(CC(C4)C2)C3)s1)c1ccc(N2C(=O)CCC2=O)cc1 | 12 | -2 | 13 | 12 | i | -1 | -3 | -2 | 2 | -23
O=S(=O)(NCc1c(Cl)cccc1Oc1ccccc1)c1ccccc1 | -9 | 5 | -6 | 41 | i | 7 | -3 | 2 | -1 | -19
CC(C)c1cc(NCCCN2CCOCC2)n2c(nc3ccccc32)c1C#N | 15 | 0 | 18 | -5 | i | 4 | 2 | -8 | -3 | -12
Cc1cccc(N2CCN(C(=O)C(C)n3nc(C)n4c(cc5occc54)c3=O)CC2)c1C (stereo unspecified) | 24 | 0 | 33 | 7 | i | -3 | -2 | -6 | 2 | 3
CC(C)(C)C(=O)Nc1ccccc1N1CCN(c2ccc(F)cc2)CC1 | 17 | 1 | 17 | -4 | i | -3 | 0 | -5 | 4 | -22
Cc1ccc(-c2cc(C#N)c(=O)n(Cc3c(Cl)cccc3Cl)c2)cc1 | 13 | 2 | 21 | -7 | i | 1 | -2 | -5 | 4 | -19
CCc1ccc(OCC(=O)NNC(=O)Cc2cccs2)cc1 | -8 | 0 | 24 | -18 | i | -4 | -1 | 0 | -1 | -1
CC1(c2ccc(Cl)cc2)NC(=O)N(CC(=O)Nc2cccnc2Cl)C1=O (stereo unspecified) | -1 | / | -9 | 13 | i | / | 0 | 4 | -2 | /
COC(=O)[C@H](Cc1ccccc1)NC(=O)N(C)Cc1ccccc1 | -31 | -4 | 35 | -37 | i | -2 | 3 | -22 | 2 | -24
COC(=O)C1CCN(CC(=O)Nc2ccc(OC)c(Cl)c2)CC1 | 0 | -1 | 7 | / | i | -5 | -6 | / | 2 | -4
COc1ccc(-n2nc(C(=O)NCC(=O)Nc3cc(Cl)c(OC)cc3OC)c3ccccc3c2=O)cc1 | 33 | 4 | 10 | -4 | i | 9 | 0 | -4 | 1 | 12
Oc1cccc(NC(=S)Nc2ccc(SC(F)F)cc2)c1 | -53 | 5 | -36 | 13 | i | -3 | 0 | 16 | -4 | -14
COc1ccc(C2Sc3nncn3N2Cc2ccc(C#N)cc2)cc1 (stereo unspecified) | 10 | -1 | 17 | 21 | i | -6 | 0 | -7 | 1 | -16
Cc1ccc(Cl)cc1N=C(N)N=C(N)N | 4 | -3 | 15 | -5 | i | -10 | -6 | -4 | -3 | -11
COc1ccc(N(CC(=O)NCc2ccccc2OC)S(=O)(=O)c2ccccc2[N+](=O)[O-])c(OC)c1 | 16 | 3 | -3 | 23 | / | -2 | -1 | 3 | -2 | -12
COc1ccc(N(CC(=O)NC2CCCC2)C(=O)CCC(=O)Nc2cc(C)on2)cc1 | 24 | -2 | 2 | -1 | i | 0 | -1 | -3 | 2 | 4
O=C(Nc1ccccc1C(=O)N1CCOCC1)C1CC(=O)N(c2ccc(F)cc2)C1 (stereo unspecified) | 4 | -1 | 19 | -25 | i | -5 | -1 | -7 | -21 | -35
COc1ccc(N2CCN(c3ccc(NC(=O)NN)cc3)CC2)cc1 | -14 | -2 | 34 | -74 | i | -14 | -2 | -67* | -1 | -23
Cc1cc(C)n2nc(SCc3cccc(S(=O)(=O)N(C)C)c3)nc2n1 | 36 | 1 | 0 | 11 | i | 10 | -1 | -9 | 2 | -12
Cc1csc(NC(=O)CCC(=O)c2cccs2)n1 | -9 | 3 | 19 | 4 | i | 2 | 1 | 4 | 2 | -29
CCCc1cc(C(=O)Nc2cc(C)nn2-c2ccccc2)no1 | -43 | 2 | 27 | -16 | / | -4 | -23 | -6 | 5 | -14
Cc1cccc(N2C(=NC(=O)c3ccccc3)SC3CS(=O)(=O)CC32)c1 (stereo unspecified) | -4 | 2 | 10 | -16 | i | -1 | 0 | 6 | -2 | -18
Cc1ccsc1C=Nc1ccc(O)cc1 | 11 | 0 | 38 | 3 | i | -14 | 3 | 3 | -1 | -35
CCCNC(=O)Nc1ccc2c(c1)nc(C)n2C | -51 | -1 | 22 | 11 | i | -4 | -3 | 11 | -2 | -71
N/C(=N\OC(=O)c1ccco1)c1ccccc1 | -275 | 2 | 27 | 55* | i | 0 | 4 | 20 | 2 | -5

The last 2 entries of the part before open the next one:
Compound | aSyn UTR inh | HSP90 inh | AI-2 QS modul | HSF-1 act | PolyA inhibitor | IEC-6 tox | GSK3 alpha inh | HSF1 inhib | GSK3B inh | KLF5 inh
CCCNC(=O)Nc1ccc2c(c1)nc(C)n2C | -51 | -1 | 22 | 11 | i | -4 | -3 | 11 | -2 | -71
N/C(=N\OC(=O)c1ccco1)c1ccccc1 | -275 | 2 | 27 | 55* | i | 0 | 4 | 20 | 2 | -5
Cc1onc(-c2ccccc2)c1C(=O)Nc1c(C)n(C)n(-c2ccccc2)c1=O | -6 | 2 | i | 9 | i | -7 | 2 | -3 | 4 | -27
COc1ccc(OC)c(N/C=C/C(=C(C#N)C#N)N(C)C)c1 | -17 | 0 | 26 | 3 | i | -2 | 3 | 10 | 0 | -28
Cc1ccccc1N=C1NC(=O)/C(=C/c2cccn2C)S1 | -18 | 5 | 4 | 13 | i | 2 | -2 | 8 | 2 | 1
O=C(Nc1cccnc1)c1ccc(COCC(F)(F)F)cc1 | -30 | -2 | 34 | -9 | i | 3 | 1 | 0 | 1 | 0
CCOC(=O)C1CCCN(CCC(=O)Nc2cc(C)ccc2C)C1 (stereo unspecified) | 0 | -3 | 7 | -4 | i | -2 | -2 | -3 | -5 | -33
CC(=O)Nc1ccc(S(=O)(=O)Nc2nc3ccccc3nc2Nc2cccc(S(N)(=O)=O)c2)cc1 | 23 | 1 | 11 | 7 | i | -2 | 0 | 0 | 6 | -37
Cc1cc(C(=O)OCC(=O)N2CCN(c3ccccc3)CC2)c2ccccc2n1 | 0 | -2 | 26 | -11 | i | -3 | 0 | -1 | 1 | -19
O=C(N1CCOCC1)N1CCN(C(c2ccccc2)c2ccccc2)CC1 | 0 | 1 | 4 | -4 | i | 8 | 0 | 1 | -3 | 0
Cc1nnc(SCC(=O)Nc2ccc3c(c2)OCO3)n(N)c1=O | 0 | -3 | 30 | 5 | i | 0 | -3 | -6 | 4 | -10
COc1ccc(CN(CC2CCCO2)C(=O)CN2C(=O)C(C)Oc3ccc(C)cc32)cc1OC (stereo unspecified) | 18 | -1 | 6 | -11 | i | -3 | 0 | -2 | 1 | -28
CN(C)S(=O)(=O)c1ccc(Cl)c(NC(=O)COC(=O)C2CCCO2)c1 (stereo unspecified) | 13 | -1 | 13 | 0 | i | 5 | 2 | -10 | -1 | 4
COc1ccc(S(=O)CC(=O)Nc2ccc(Cl)cc2Cl)cc1 (stereo unspecified) | -1 | 1 | 3 | 20 | i | -2 | -5 | 9 | 6 | -12
O=C(COC(=O)c1ccncc1)NCCCc1ccccc1 | -34 | -5 | 43 | -14 | / | -10 | -1 | 1 | 2 | -9
O=C(Oc1cccnc1)c1ccc([N+](=O)[O-])cc1Cl | 17 | -1 | 41 | 14 | i | -1 | -1 | -4 | 1 | 5
COc1ccc(Nc2ncc(C(=O)N3CCC(C(N)=O)CC3)c3ccccc23)cc1 | 9 | 0 | 4 | -3 | i | 1 | / | -7 | 1 | -1
CC(C)CNC(=O)c1cccc2c1-c1ccccc1C2=O | -6 | -2 | 22 | -28 | i | -1 | -4 | -9 | -1 | -25
CCOc1ccc(C2CC(=O)NC2=O)cc1 (stereo unspecified) | 8 | 0 | -5 | 9 | i | -8 | 4 | -11 | 2 | -13
CN(C(=O)C1CCCO1)c1nnc(-c2cnccn2)s1 (stereo unspecified) | -6 | 1 | 11 | 15 | i | 3 | -1 | 0 | 0 | -8
Cc1ccc2c(CC(=O)OC(C)C(=O)Nc3ncc(Cl)cc3Cl)coc2c1 (stereo unspecified) | -12 | -1 | 10 | 0 | i | -2 | / | 0 | 3 | -22
NNc1nc(-c2ccccc2Cl)c2cc(Br)ccc2n1 | 11 | 4 | 19 | 47 | i | 5 | -1 | 10 | 3 | -27
CCOC(=O)Cn1c(=S)[nH]c2c(oc3ccc(Cl)cc32)c1=O | -2 | 6 | 11 | -1 | i | 0 | -2 | -3 | 6 | -11
Cn1c(Cl)cnc1C1CC(=O)c2cc(Cl)ccc2O1 (stereo unspecified) | 33 | -3 | 29 | ? | i | 70* | -1 | 48 | -2 | -10
Cc1nc(C(C)NC(=O)c2cc(COc3ccc(F)c(F)c3)on2)cs1 (stereo unspecified) | -9 | -2 | 10 | 23 | i | -5 | -4 | 11 | 0 | -37
Cc1cc(Nc2c(C)cccc2C)n2nc(C)nc2n1 | 15 | 0 | 9 | 9 | / | 0 | 2 | 0 | -4 | -9
Cc1ccc(Sc2c(O)c3ccccc3n(C)c2=O)cc1 | 17 | -3 | 45 | 4 | i | -10 | / | 2 | -2 | -3
CC(C)[C@H](NC(N)=O)C(=O)NCCc1ccc(Cl)cc1 | -15 | -8 | 9 | -12 | i | -6 | 1 | -5 | 1 | -10

Some of the compounds tested, so the mix of outcomes need not match the whole.
